# Screens deposited in PubChem by Sanford-Burnham Center for Chemical Genomics.
# mIAP act = increases mouse intestinal alkaline phosphatase activity; activation factor at 10 µM; muIAP, CDP-Star luminescence, 30 min; hits give high values; 1 = vehicle-only enzyme signal, 0 = enzyme-free wells; AID 2805; 0.24% of 330,000 active;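 active = activation factor of at least 2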; also: the source names both 10 and 20 µM as test concentration; values of inactives mirror those of a sister screen read the other way
#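 Assay system: mouse IAP enzyme; reagent: chemiluminescent substrate CDP-Star; dosing: test compounds delivered from DMSO solution; schedule: 30 min at room temperature; measured by: luminescence from enzymatic CDP-Star hydrolysis; controls: DMSO-only wells and no-enzyme negative control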
# mIAP inh = blocks mouse intestinal alkaline phosphatase | purified mouse IAP, CDP-Star luminescence, 30 min | inhibition, % at 10 µM | 0.2% of 330,000 active;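 active = inhibition of at least 40% at 10 µM in the primary screen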;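 also: plate controls were DMSO with enzyme for no effect and no enzyme wells for full effect; values of inactives mirror those of a sister screen read the other way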
# hIAP activ = increases human intestinal alkaline phosphatase activity | P09923 | purified human IAP, CDP-Star luminescence, 30 min; hits give high values; 1 = vehicle-only enzyme, 0 = enzyme-free background | activation factor at 10 µM | 0.16% of 330,000 active | AID 2524;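 active = activation factor of the enzyme at least 2-fold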; also: the source names both 10 and 20 µM as test concentration; values of inactives mirror those of a sister screen read the other way
# APOBEC3A inh = inhibitors of human APOBEC3A DNA deaminase; recombinant A3A, FAM/TAMRA ssDNA deamination fluorescence; P31941; 0.41% of 330,000 active; AID 493011; inhibition, % at 20 µM;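 active = at least 40% inhibition at 20 µM here, with at most 30% in a related deaminase screen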;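 also: plate controls were A3A with DMSO for no effect and wells lacking A3A enzyme for full effect; some results filed as inactive read as strong as hits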
# Target sequence (P31941 whole entry, looked up): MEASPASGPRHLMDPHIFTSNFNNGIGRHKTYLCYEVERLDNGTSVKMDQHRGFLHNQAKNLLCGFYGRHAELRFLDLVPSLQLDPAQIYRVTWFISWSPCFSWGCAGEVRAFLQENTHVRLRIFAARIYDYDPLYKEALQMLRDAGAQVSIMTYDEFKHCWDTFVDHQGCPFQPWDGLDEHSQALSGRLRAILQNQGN
# HKDC1 inhibitor = HKDC1 (human) hexokinase inhibition; Q2TB90; recombinant HKDC1, G6PDH/diaphorase resazurin coupled fluorescence; inhibition, % at 20 µM; 0.16% of 340,000 active;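 active = inhibition above about 35% when tested at 20 µM, limit read from the data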;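 also: plate controls were DMSO wells with enzyme for no effect and DMSO wells lacking enzyme for full effect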
# Target sequence (Q2TB90 whole entry, looked up): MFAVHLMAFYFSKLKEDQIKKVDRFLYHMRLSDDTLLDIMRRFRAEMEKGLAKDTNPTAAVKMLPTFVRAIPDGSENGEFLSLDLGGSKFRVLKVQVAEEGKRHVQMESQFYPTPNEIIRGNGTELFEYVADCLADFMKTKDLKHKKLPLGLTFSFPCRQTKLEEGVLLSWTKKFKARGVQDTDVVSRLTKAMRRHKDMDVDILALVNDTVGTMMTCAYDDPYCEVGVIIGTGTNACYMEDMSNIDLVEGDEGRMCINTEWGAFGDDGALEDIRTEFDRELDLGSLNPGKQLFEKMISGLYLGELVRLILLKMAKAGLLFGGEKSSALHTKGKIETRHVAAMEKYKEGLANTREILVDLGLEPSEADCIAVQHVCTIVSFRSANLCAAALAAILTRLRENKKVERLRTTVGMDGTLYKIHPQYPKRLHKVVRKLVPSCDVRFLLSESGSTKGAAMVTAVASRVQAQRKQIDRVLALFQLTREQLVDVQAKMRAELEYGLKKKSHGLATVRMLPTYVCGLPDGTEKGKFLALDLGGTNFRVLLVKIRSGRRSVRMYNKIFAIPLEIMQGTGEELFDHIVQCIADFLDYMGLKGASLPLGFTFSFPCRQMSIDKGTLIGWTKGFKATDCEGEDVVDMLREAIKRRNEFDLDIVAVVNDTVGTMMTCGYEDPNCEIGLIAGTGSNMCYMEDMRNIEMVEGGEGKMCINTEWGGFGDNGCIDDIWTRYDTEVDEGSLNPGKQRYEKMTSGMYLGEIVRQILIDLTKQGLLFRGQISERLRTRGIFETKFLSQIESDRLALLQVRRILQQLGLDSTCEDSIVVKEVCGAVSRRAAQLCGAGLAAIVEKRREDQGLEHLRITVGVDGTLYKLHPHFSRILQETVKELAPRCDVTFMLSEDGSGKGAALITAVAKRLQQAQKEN
#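 Test system: recombinant HKDC1 (HK5) hexokinase enzyme, produced in-house; Amount: enzyme 5 µg/mL final; Buffer or medium: Tris pH 8.0 buffer with MgCl2, Tween-20, BSA, BME; Reagent: glucose and ATP substrates; Doses: 20 µM test compound, 1% DMSO; Incubation: 90 min reaction incubation at room temperature, dark; Detection: resorufin fluorescence at 613 nm.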
# PfG6PD inh = PfG6PD (Plasmodium falciparum) enzyme inhibition; inhibition, % at 20 µM; PfGluPho enzyme, NADPH resazurin-diaphorase fluorescence; AID 504690; 0.78% of 350,000 active;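 active = inhibition reaching at least a set limit at 20 µM in the primary screen, cut at about 59% in these data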;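 also: 0% = DMSO wells with substrate and 100% = DMSO wells lacking glucose-6-phosphate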
# ATG4B inh = inhibitors of human ATG4B cysteine protease. 0.51% of 340,000 active. Q9Y4P1. inhibition, % at 8.33 µM. ATG4B cleavage of LC3-PLA2, NBD-HPC fluorescence, 1 h; in the data active = inhibition above about 40%
# hIAP inh = human IAP inhibition; purified IAP, CDP-Star luminescence, 30 min; inhibition, % at 10 µM; 0.12% of 330,000 active; AID 2544; P09923;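 active = inhibition reaching a set limit with compound at 10 µM in the primary screen, cut at about 35% in these data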;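 also: plate controls were DMSO wells with enzyme for no effect and no-enzyme buffer wells for full effect; values of inactives mirror those of a sister screen read the other way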
# * hit, by the source's call; x = no result given.
cpd	SMILES	mIAP act	mIAP inh	hIAP activ	APOBEC3A inh	HKDC1 inhibitor	PfG6PD inh	ATG4B inh	hIAP inh
1	COc1cc(NC(=O)c2cccc([N+](=O)[O-])c2)ccc1NC(=O)c1ccco1	1	-3	1	-2	-13	8	-13	-1
2	CCCCOC(=O)Nc1nnc(CC)s1	0.98	2	0.88	-10	-4	13	4	12
3	COc1ccc(OC)c(C2C(C(=O)Nc3ccc(F)cc3)=C(C)Nc3nc(CCCO)nn32)c1 (stereo not given)	0.95	5	1	-2	2	2	-1	-3
4	COc1ccccc1N1CCN(C(=O)Nc2cccc(C)c2)CC1	0.99	1	0.94	3	-4	12	10	6
5	CN1C(=O)/C(=C/c2ccc(OCc3cccc(F)c3)cc2)NC1=S	0.94	6	0.96	-1	-6	10	-6	4
6	CN1CCC(N(C)CC(=O)Nc2ccc3c(c2)OC(F)(F)O3)CC1	1.1	-14	1.2	-6	2	-4	-6	-15
7	CCOC(=O)CCCCC(=O)c1[nH]c(=O)[nH]c1Cn1ccnc1	1	-1	1	-2	9	-3	6	-4
8	O=C(Cc1cccs1)N/N=C/c1ccccn1	0.98	2	1.3	-2	-2	-10	1	-28
9	CCC1=C(OC(=O)c2ccccc2)C(C)(C)C(c2ccccc2)OC1=O (stereo not given)	0.96	4	0.83	2	7	-6	0	17
10	CCOC(=O)c1cc(OC(=O)c2ccccc2)n(-c2ccccc2)n1	0.97	3	1.2	-5	2	-8	-1	-23
11	Cc1ccc([N+](=O)[O-])c(C)[n+]1C	0.96	4	0.97	19	-4	5	3	3
12	COC(=O)c1sccc1NC(=S)N(C)C1CCCCC1	0.97	3	0.98	4	-3	11	-1	2
13	Cc1ccc(-n2nnnc2SCC(=O)N2CCc3ccccc3C2)c(C)c1	0.96	4	0.98	-2	-1	6	44*	2
14	CC12CCC(c3c1nc1ccccc1[n+]3[O-])C2(C)C (stereo not given)	1.1	-8	1.1	4	-13	-1	-2	-9
15	CN(NC(=O)c1ccccc1)c1nc2ccccc2nc1C(F)(F)F	0.95	5	0.94	2	6	13	-9	6
16	O=C(NC(CO)C(O)c1ccc([N+](=O)[O-])cc1)C(Cl)Cl (stereo not given)	1.1	-12	1.2	-2	-7	0	3	-17
17	COc1ccc(-c2cc(C(=O)Nc3ccc(OC)cc3OC)no2)cc1	1	-2	1.1	-3	5	2	3	-8
18	COc1cccc(NC(=O)c2ccccc2OCc2c(C)noc2C)c1	1.1	-5	0.97	1	6	-36	0	3
19	COc1ccc(C(=O)N2CCC(NC(=O)C(Cc3ccccc3OC)NC(C)=O)CC2)cc1 (stereo not given)	1	0	1	1	-7	-9	-3	-4
20	CCc1ccccc1NC(=O)c1cnc2scc(C)n2c1=O	0.99	1	0.9	3	0	-1	1	10
21	CC1=NN(c2ccc(C)cc2)C(=O)/C1=C/c1ccc(-c2cc([N+](=O)[O-])ccc2O)o1	0.67	33	0.96	22	18	6	10	4
22	Cc1nc2ccccc2nc1N/N=C/c1ccc(O)cc1O	0.78	22	1.3	0	-17	2	26	-33
23	COc1ccc(CCNc2nc(C)nc3c2nnn3Cc2ccccc2)cc1	1	-2	1.1	-4	-3	-13	3	-11
24	C=CCN1C(=O)CSc2ccc(C(=O)NC(C)c3ccccc3)cc21 (stereo not given)	0.95	5	0.92	-2	-4	7	-7	8
25	COc1ccc(NC(=O)c2ccco2)cc1NC(=O)c1ccccc1F	1.1	-8	1.2	-4	-3	0	6	-16
26	Cc1ccc(-c2nnn(CC(=O)N(CC3CCCO3)C(C(=O)NC3CCCC3)c3ccc(O)cc3)n2)o1 (stereo not given)	1.1	-13	1	-7	-5	0	-5	-2
27	COc1ccc(C(=O)NCCNC(=O)c2ccc(C)nc2)cc1	0.94	6	0.84	-5	-1	-3	-5	16
28	COc1cc2c(cc1OC)C1=C(C#N)COCN1CC2	0.97	3	1	1	2	-6	-8	0
29	CCc1sc(C(=O)Nc2cc(S(=O)(=O)N3CCOCC3)ccc2OC)cc1C	1	-1	0.97	-2	5	4	-3	3
30	CC(C)(C)NC(=O)C(Cc1ccccc1)NS(=O)(=O)c1ccc2c(c1)CCC(=O)N2 (stereo not given)	1	-4	0.89	2	-10	5	-3	11
31	Cc1ccc(C2=NN(C(=O)CN3C(=O)c4ccccc4S3(=O)=O)C(c3ccco3)C2)cc1 (stereo not given)	0.96	4	0.91	4	-2	9	-8	9
32	CCn1c(=O)n(CC)c2cc(S(=O)(=O)N3CCC(c4ccccc4)CC3)ccc21	1.1	-11	0.93	-5	0	-16	-4	7
33	Cc1ccc(-c2noc(CCC(=O)NCCN3CCN(Cc4ccccc4)CC3)n2)cc1	0.96	4	0.85	0	-7	-13	0	15
34	Cc1ccc(-c2csc(NC(=O)c3ccc(C)o3)n2)cc1	1	-4	0.93	-1	0	30	24	7
35	O=C1CC(c2ccccc2)n2ncnc2N1 (stereo not given)	1.2	-19	1.1	3	-7	-3	-16	-12
36	Cc1ccc(S(=O)(=O)N2CC=C(c3c(C)n(C)c4ccccc34)CC2)cc1	1	-3	0.98	-2	-6	18	-5	2

# Structural class, the compounds so far with two or more sulfur atoms
cpd	SMILES	mIAP act	mIAP inh	hIAP activ	APOBEC3A inh	HKDC1 inhibitor	PfG6PD inh	ATG4B inh	hIAP inh
12	COC(=O)c1sccc1NC(=S)N(C)C1CCCCC1	0.97	3	0.98	4	-3	11	-1	2
29	CCc1sc(C(=O)Nc2cc(S(=O)(=O)N3CCOCC3)ccc2OC)cc1C	1	-1	0.97	-2	5	4	-3	3

# (further entries)
cpd	SMILES	mIAP act	mIAP inh	hIAP activ	APOBEC3A inh	HKDC1 inhibitor	PfG6PD inh	ATG4B inh	hIAP inh
37	Cc1cc(=O)[nH]c(SCC(=O)Nc2ccccc2C)n1	1	-5	0.94	5	-4	1	-1	6
38	COC(=O)NC(=S)N1CCOCC1	0.99	1	0.93	-4	14	-5	-4	8
39	CCOc1cc(C2c3c(oc4ccccc4c3=O)C(=O)N2c2nccs2)ccc1O (stereo not given)	1.1	-6	0.96	5	-2	-5	5	4
40	O=C(c1cc2nc(-c3cccs3)cc(C(F)(F)F)n2n1)N1CCCc2ccccc21	1	-3	0.9	6	8	3	19	10
41	CCN(c1ccccc1)S(=O)(=O)c1ccc(F)cc1	0.91	10	0.93	1	12	13	-2	7
42	Cc1ccc(N(CC(=O)NCc2ccccc2Cl)S(=O)(=O)c2c(C)noc2C)cc1	1.1	-15	1.3	-3	-1	3	24	-26
43	COc1ccc(-c2sc3ccc(N4CCOCC4)cc3c2C#CC(C)(C)O)cc1	0.93	7	0.97	-1	2	21	-20	3
44	C(=N\Nc1nc(N2CCCC2)nc(N2CCCC2)n1)/c1ccncc1	0.94	6	0.9	10	-2	12	-6	10
45	Cc1ccc(Cl)cc1N1CCN(S(=O)(=O)c2ccc(-c3ccc(=O)[nH]n3)o2)CC1	0.91	10	0.99	-1	-3	-14	1	1
46	COc1ccc(/C=C/c2nnc(NC(=O)CC(C)C)s2)cc1	1.1	-10	1.1	-1	-6	2	-7	-14
47	COc1ccc(/C=C(\NC(=O)c2ccc(OC)c(OC)c2)C(=O)NCCc2c[nH]c3ccccc23)cc1	1	-3	0.84	3	-1	-5	-26	16
48	N=c1c2c(ncn1CCCO)Oc1cc(O)ccc1C2c1ccccc1 (stereo not given)	0.93	7	0.92	-1	6	-16	1	8
49	CCC(=O)c1ccc(OCC(=O)OCC(=O)NCc2cccs2)cc1	0.96	4	1.1	-1	-1	1	-4	-8
50	Cc1ccccc1NS(=O)(=O)c1ccc(NC(=O)c2nc3ncccn3n2)cc1	1	-3	0.94	-3	-2	-4	-4	6
51	O=C(Nc1ccc(Cl)cc1Cl)c1ccc(-c2ccccc2)cc1	0.92	8	0.87	-2	-10	-6	2	13
52	CCCOc1ccc(/C=N/NC(=O)c2c(-c3ccccc3)noc2C)cc1OC	0.86	14	0.99	-2	x	x	x	1
53	COc1ccc(NC(=O)Cc2ccsc2)cc1S(=O)(=O)N1CCCCC1	1.1	-13	1.1	1	8	16	-10	-13
54	COC(=O)C1=C(C)N=C2SC(C#N)=C(N)N2C1c1ccc(OCc2ccccc2)cc1 (stereo not given)	0.95	5	0.87	0	-5	-12	-3	13
55	c1cn2c(NC3CCCC3)c(-c3ccc(N4CCOCC4)cc3)nc2cn1	1.1	-5	0.87	-2	-2	22	-15	13
56	Cc1ccc(/C(O)=C2\C(=O)C(=O)N(c3cc(C)on3)C2c2cccc(Br)c2)cc1 (stereo not given)	0.95	5	0.87	-3	8	-28	1	13
57	CN1CCN(S(=O)(=O)c2cccc(C(=O)Nc3cc(Cl)ccc3N3CCOCC3)c2)CC1	0.94	6	0.85	51*	-13	22	-3	15
58	COC(=O)c1cc(S(=O)(=O)N2CCCC2)c(Cl)cc1Cl	1	-3	1	2	-1	-11	6	-1
59	COc1ccccc1CN1CC(C(=O)N(C)Cc2[nH]c3ccccc3c2C)CCC1=O (stereo not given)	0.92	8	1	-3	-6	15	-4	-2
60	O=C(NCCN1CCOCC1)c1ccc2ccccc2n1	1	-1	1.2	1	-2	-2	7	-16
61	CN(C)c1ccc(CNS(=O)(=O)c2ccc3c(c2)C(C)(C)C(=O)N3C)cc1	1	0	0.92	-5	-4	19	0	8
62	COC(=O)c1ccccc1NC(=S)N1CCN(C2CCCCC2)CC1	0.98	2	1	-2	4	-3	7	-5
63	O=C(Nc1c(F)cccc1F)c1ccc2c(c1)CCN2S(=O)(=O)c1ccccc1	0.97	3	0.77	-2	-1	9	69*	23
64	Cc1cc(C)n(C(=O)COc2c(C)cccc2C)n1	1	-2	1.3	-1	-2	1	-7	-26
65	O=C(NNc1nc2ccccc2o1)c1ccccc1	0.86	14	0.83	3	0	-2	-3	17
66	CSc1cccc(NC(=O)Nc2ccccc2)c1	2.8*	-177	1.1	-6	-4	-2	-11	-6
67	O=C(Nc1cc(N2CCOCC2)ncn1)c1ccc(F)cc1	0.99	1	0.88	-4	-10	-5	4	12
68	COC(=O)C1=C(C)NC2=C(C(=O)CCC2)C1c1coc2ccccc2c1=O (stereo not given)	0.95	5	1	-4	-3	-2	-6	-4
69	Cc1cccc(C(=O)Oc2c(Br)cc(Br)cc2/C=N/NC(=O)c2ccncc2)c1	0.98	2	0.89	0	-7	21	3	11
70	COc1ccc(-c2csc(-c3[nH]cnc3N)n2)cc1	1	-4	1.1	-2	1	14	-1	-13
71	Cc1ccc(NC(=O)COc2cccc(-n3cnnn3)c2)cc1S(=O)(=O)N1CCOCC1	0.99	1	1.2	-1	-1	-8	-3	-17
72	O=C(Oc1c(CN2CCOCC2)cc(Cl)c2cccnc12)c1ccccc1F	1.1	-5	1.1	0	11	13	-6	-11
73	O=C(COC(=O)/C=C/c1cccs1)Nc1ccc(Cl)cc1F	0.99	1	1.2	-1	-8	14	-3	-15
74	CN(Cc1cc(-c2ccccc2)on1)C(=O)c1cc(COc2c(F)cccc2F)on1	1	-1	0.94	-1	4	13	12	6
75	COc1ccc(NC(=O)N2CCc3ccccc32)cc1	1.1	-11	1.1	0	2	52	-6	-12
76	O=C(Nc1cccc(F)c1)N1CC=C(n2c(=O)[nH]c3ccccc32)CC1	1	-4	1.2	-2	-7	-12	-7	-21
77	CCOc1ccc(S(=O)(=O)NCCC(=O)NCC2COc3ccccc3O2)cc1 (stereo not given)	1.1	-9	0.97	5	-3	2	-3	3
78	Cc1sc2nc(SCC(=O)NCc3ccco3)n(Cc3ccccc3)c(=O)c2c1C	1.1	-12	0.98	2	-7	6	4	2
